RAD54 branch – inhibitors of human RAD54 branch migration; hit rate 0.14% among 360,000; inhibition, % at 10.4 µM; AID 602329; Q92698; RAD54 Holliday junction branch migration, FAM/BHQ fluorescence;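 active = mean normalized replicate activity at least 40 and at least half of replicates scoring 40 or more; inconclusive = only one of the two criteria met; inactive = mean below 40 and under half of replicates reaching 40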;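 note: 0% = median of neutral control wells and 100% = median of positive control wells; inhibitors cause a drop in the FAM fluorescence signal; in these data hits start at about 50%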
ARNT-TACC3 inh – ARNT/TACC3 interaction disruption | inhibition, % at 9.99 µM | Q9Y6A5 | AlphaScreen His-ARNT PAS-B/GST-TACC3 binding, luminescence; TACC3 fragment carries E629A point mutation | hit rate 0.66% among 390,000 | AID 623870;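 active = mean inhibition of replicates at least 50% and at least half of replicates each reaching 50%; inconclusive = half or more replicates reach 50% but mean below 50%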;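 note: 0% = complete ARNT plus TACC3 wells and 100% = ARNT alone without TACC3; many hits fall short of the cut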
CFTR F508del cor – CFTR F508del correction in bronchial cells; CFBE cells, YFP halide quenching; stimulated with forskolin plus potentiator P3; % fluorescence drop versus neutral controls; activity (quench increase), % at 7.58 µM; hit rate 0.36% among 350,000; AID 720511;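 active = mean added fluorescence quench of at least 8% versus neutral control, with both replicates also reaching 8%; inconclusive = only one of the mean or replicate conditions met; inactive = mean below 8% and not both replicates reaching 8%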;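 note: cells transiently co-express mutant CFTR-F508del with the halide-sensitive YFP; corrector assay measuring rescue of mutant channel to the surface after 24 h compound exposure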
RAD52 inh – blocks human RAD52 DNA annealing | inhibition, % at 18.7 µM | P43351 | hit rate 0.46% among 360,000 | recombinant RAD52 DNA annealing, FRET fluorescence;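 active = every replicate showing at least 50% inhibition; inconclusive = mean inhibition at least 50% but not in every replicate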
INS-1E GSIS act – GLuc luminescence reporter in INS-1E cells, primary screen for activators of glucose-dependent secretion of insulin | activation, % at 16.6 µM | INS-1E GLuc reporter insulin secretion, 2-3 h | hit rate 0.61% among 370,000;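 active = lowest replicate activation of at least 40%, so every replicate reaches that level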;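 note: 0% = median of neutral control wells and 100% = median of IBMX positive control wells; some compounds called inactive have numbers as strong as hits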
esBAF inh – inhibitors of esBAF chromatin remodeling in mouse ES cells. Bmi1-luciferase knock-in reporter, 24 h; 100% = twice the neutral-well signal. reporter increase, % at 12.5 µM. hit rate 2% among 350,000. AID 602393; in the data active = activation above about 40%; inconclusive = no clear call, values can overlap the other calls;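 note: 0% = median of the plate's neutral control wells and 100% = double that signal; a rise in the Bmi1 reporter signal indicates esBAF inhibition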
XiGFP reactiv – activators of X-chromosome reactivation in mouse fibroblasts | hit rate 0.055% among 360,000 | XiGFP mouse fibroblasts, % GFP-positive cells imaging, 3 d; cells co-treated with 5-aza-dC sensitizer; scaled so ellipticine positive control = 100% | activation, % at 7.58 µM;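 active = mean normalized replicate activation at least 10% and every replicate at or above 10%; inconclusive = only one of the two criteria met; inactive = mean below 10% and not all replicates reach 10%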;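 note: 0% = median of on-plate neutral control wells and 100% = ellipticine 6 µM median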
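Assay system – SV40-immortalized XiGFP fibroblast cells, line 68-5-11 · Buffer or medium – DMEM supplemented with 5-aza-dC as sensitizing agent · Dosing – one concentration, pinned · Benchmarks – positive control ellipticine, 6 µM final · Times – 3 days compound exposure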
ERAP1 inh – inhibitors of human ERAP1 aminopeptidase; inhibition, % at 10.7 µM; hit rate 0.15% among 340,000; Q9NZ08; recombinant ERAP1, Leu-AMC fluorescence, 60 min;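 active = mean replicate inhibition of at least 30%, or all replicates individually reaching that 30% level; inactive = mean below 30% and not every replicate reaching it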;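 note: 0% = neutral control wells and 100% = L-leucinethiol positive control wells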
Target sequence (Q9NZ08 whole entry, looked up): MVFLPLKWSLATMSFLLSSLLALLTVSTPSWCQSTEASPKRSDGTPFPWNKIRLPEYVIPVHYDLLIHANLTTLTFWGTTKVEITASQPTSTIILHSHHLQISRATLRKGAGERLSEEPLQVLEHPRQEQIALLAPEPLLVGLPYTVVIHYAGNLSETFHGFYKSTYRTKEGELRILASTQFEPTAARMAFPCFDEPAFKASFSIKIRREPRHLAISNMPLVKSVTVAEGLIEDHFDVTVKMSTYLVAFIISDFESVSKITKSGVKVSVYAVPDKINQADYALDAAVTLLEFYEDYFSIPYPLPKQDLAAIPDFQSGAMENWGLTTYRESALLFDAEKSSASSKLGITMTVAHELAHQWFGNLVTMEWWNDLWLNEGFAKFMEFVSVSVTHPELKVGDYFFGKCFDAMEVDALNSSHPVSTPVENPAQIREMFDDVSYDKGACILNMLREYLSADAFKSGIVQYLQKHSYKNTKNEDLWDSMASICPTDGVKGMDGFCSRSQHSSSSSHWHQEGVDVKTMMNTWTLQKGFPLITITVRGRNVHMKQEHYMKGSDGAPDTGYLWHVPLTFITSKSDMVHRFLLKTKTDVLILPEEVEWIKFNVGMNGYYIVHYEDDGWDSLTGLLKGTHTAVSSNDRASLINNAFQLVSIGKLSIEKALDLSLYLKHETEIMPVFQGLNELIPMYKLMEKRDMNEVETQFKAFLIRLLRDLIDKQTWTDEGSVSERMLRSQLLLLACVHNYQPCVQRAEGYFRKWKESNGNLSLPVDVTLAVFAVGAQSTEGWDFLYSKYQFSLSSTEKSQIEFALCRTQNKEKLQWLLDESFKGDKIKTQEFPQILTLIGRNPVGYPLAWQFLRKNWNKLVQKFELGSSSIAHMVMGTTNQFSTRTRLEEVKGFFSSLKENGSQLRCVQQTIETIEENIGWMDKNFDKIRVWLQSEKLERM
* hit, by the source's call; ? = inconclusive; · = not tested or not shown; & = joins results of further samples.

SMILES	RAD54 branch	ARNT-TACC3 inh	CFTR F508del cor	RAD52 inh	INS-1E GSIS act	esBAF inh	XiGFP reactiv	ERAP1 inh
CCN1CCN(S(=O)(=O)c2ccc(Cl)c(C(=O)N(CCc3ccccc3)Cc3ccccc3)c2)CC1	5.1	19.6	-0.7	-10.0	·	7.3	0.3	-0.9
O=C(NNC(=S)Nc1cccc(C(F)(F)F)c1)c1ccncc1	4.3	·	2.6	-2.3	-2.7	-0.2	0.0	0.0
COc1ccc(NC(=O)c2cccn(CC=C(C)C)c2=O)cc1	·	-5.4	1.5	-8.8	-1.8	32.4	0.1	-0.6
CC(C)NC(=O)Nc1ccc2c(c1)C(=O)N([C@H](C)CO)C[C@H](C)[C@H](CN(C)C(=O)NC1CCCCC1)O2	-0.9	-3.3	0.0	8.9	5.6	-4.4	-0.2	1.8
O=C(C[C@H]1CC[C@H](NC(=O)c2ccncc2)[C@@H](CO)O1)NCc1ccncn1	·	·	0.0	14.2	22.1	·	-0.4	-4.1
COCCNC(=S)N/N=C(\C)c1ccccc1F	·	3.8	-1.3	-12.8	3.8	·	0.1	2.1
CS(=O)(=O)N1CCN(C(=O)Cc2ccccc2Cl)CC1	-4.0	·	0.5	-10.3	6.6	-3.8	0.0	-2.4
Cc1cccc(NC(=O)Nc2nnc(-c3ccccc3)o2)c1	-4.0	4.3	2.1	-1.8	-3.3	-4.1	0.4	1.3
CCCN(CCC)C(=O)CC(c1ccccc1)C1CCOC(C)(C)C1 (centres undefined)	·	-10.8	-1.7	-7.1	-1.0	·	0.0	-4.1
CN1CCN(C(=O)C[C@H]2CC[C@H]3[C@@H](COC[C@H](O)CN3S(=O)(=O)c3cccc(Cl)c3)O2)CC1	7.6	-4.5	0.0	-1.6	-0.2	-4.1	0.1	0.2
CO[C@@H]1CN(C)C(=O)c2cc(NC(=O)Cc3ccccc3)ccc2OC[C@H](C)N(CC2CC2)C[C@H]1C	-1.0	-6.0	-0.8	2.8	-10.7	2.5	0.2	-1.7
C[C@@H]1CN([C@@H](C)CO)C(=O)c2ccccc2-c2ccccc2CO[C@@H]1CN(C)C(=O)Nc1ccc(-c2ccccc2)cc1	·	·	-1.6	0.5	4.1	·	0.2	-2.2
O=C(CCCN1C(=O)c2cccc3cccc(c23)C1=O)OCC(=O)N1CCCCC1	5.9	·	1.0	-55.7	-0.8	-4.7	-0.3	4.8
CCCCN(CCCC)CC(O)Cn1c2ccccc2c(=O)c2ccccc21 (centres undefined)	6.6	·	5.0	3.5	2.7	·	0.1	-19.0
CC(C)c1cn(CC[C@@H]2CC[C@@H](NC(=O)C3CCC3)[C@H](CO)O2)nn1	1.7	-9.3	-1.4	-4.4	10.2	-5.8	-0.1	6.1
Cc1cc(Br)cn2c(Cc3ccsc3)c(-c3ccc(F)cc3)nc12	-6.4	·	8.1*	-68.6	-33.4	2.0	0.0	·
Cc1ccc(C)c(NC(=S)NNC(=O)c2sccc2C)c1	-1.2	-1.7	·	·	-0.1	?	·	·
COc1ccc(NC(=O)CN2C(=O)C(C)Oc3ccc(C)cc32)cc1 (centres undefined)	1.8	-11.4	-1.9	-2.0	-13.2	-3.3	0.2	-0.1
C[C@@H]1CN([C@@H](C)CO)C(=O)c2cc(NC(=O)Nc3ccc(F)cc3)ccc2O[C@H]1CN(C)Cc1ccc2c(c1)OCO2	19.5	-2.4	1.8	13.0	-13.7	-2.1	-0.6	0.5
CCCc1ccc2oc(C(=O)NCc3nnc(C)o3)c(C)c2c1	-13.2	·	-3.3	-4.9	-9.8	29.7	0.2	-0.9
C[C@@H]1CN([C@@H](C)CO)C(=O)CCCn2nncc2CO[C@@H]1CN(C)C(=O)c1ccc(N2CCN(C)CC2)cc1	2.8&-3.2&-30.0	-4.6&-5.3	-0.2&-1.2&1.7	-0.8&-5.7&0.1	-1.6&5.4	7.6&1.3&2.4	0.4	3.4&1.1&2.2
O=C(O)CCC(=O)NNC(=O)CCCOc1ccc(Cl)cc1Cl	-2.4	-7.7	·	·	5.8	-5.8	·	·
COC(=O)/C=C1\SC(N)=NC1=O	·	-4.3	3.5	-11.4	19.9	·	0.6	1.8
CC1(C(=O)Nc2cccc(C(F)(F)F)c2)Cc2c(-c3ccccc3)ccnc2O1 (centres undefined)	1.8	·	-3.6	-3.6	·	7.4	0.0	-2.0
O=C(C[C@H]1CC[C@H](NC(=O)Nc2cc(F)ccc2F)[C@H](CO)O1)Nc1ccc(-c2ccccc2)cc1	-4.2	9.2	1.8	5.1	-18.1	15.6	-0.1	-0.4

Remaining list, next part
SMILES	RAD54 branch	ARNT-TACC3 inh	CFTR F508del cor	RAD52 inh	INS-1E GSIS act	esBAF inh	XiGFP reactiv	ERAP1 inh
NC(=S)NN=C1CCC2(CCCCC2)CC1	·	·	-0.3	-6.9	22.3	-9.7	0.0	1.8
Cc1c(NC(=O)COC(=O)CSc2ccc([N+](=O)[O-])cc2)c(=O)n(-c2ccccc2)n1C	-2.8	4.2	0.4	-5.1	8.7	1.6	0.0	3.9
COc1cc2[nH]c(Cl)c([N+](=O)[O-])c2cc1OC	1.8	26.0	0.2	-10.2	7.1	-0.6	0.1	5.5
O=C(c1ccccc1F)N1C[C@@H]2[C@H](c3ccccc31)[C@H](CO)N2CC1CCCCC1	-2.5	5.5	-0.7	·	-2.5	-5.6	0.0	·
COCC(=O)N[C@H]1C=C[C@@H](CC(=O)N2CCCCC2)O[C@@H]1CO	2.6	·	-0.8	·	2.7	-1.5	0.0	·
O=S(=O)(NCC(c1cccs1)N1CCc2ccccc2C1)c1ccccc1 (centres undefined)	·	-7.1	-0.7	2.4	-7.4	·	0.1	-0.8
O=C(C[C@@H]1C[C@H]2c3cc(NC(=O)C4CCOCC4)ccc3O[C@H]2[C@@H](CO)O1)NCC1CC1	3.7	-6.8	-1.7	-1.9	-6.3	2.7	0.0	1.2
CCCCN(C)C(=O)C1CCC(CNS(=O)(=O)c2ccc3c(c2)CC(C)N3C(=O)C2CC2)CC1 (centres undefined)	7.0	-0.3	-0.9	-23.0	9.1	-1.7	0.0	-0.3
O=C(c1cc(COc2c(F)cccc2F)on1)N1CCC(c2ccccc2Cl)C1 (centres undefined)	·	-13.9	-3.5	10.0	-3.4	45.0*	-0.1	-0.3
CC(C(=O)O)n1cnc2sc3c(c2c1=O)CCCC3 (centres undefined)	·	-2.2	-1.6	-19.7	1.0	·	0.0	-6.4
CCOC(=O)C1=C(C)Nc2nc(C)nn2C1c1ccc(OCC)c(OC)c1 (centres undefined)	-7.0	2.1	1.0	-16.1	12.0	-1.4	1.2	-1.9
COc1ccc(Cl)cc1S(=O)(=O)N1CCC(C(=O)NCC2CCCO2)CC1 (centres undefined)	-3.6	-2.8	-1.7	-0.1	14.3	2.4	0.1	-1.0
CCCOc1ccc(/C=N/Nc2ccccn2)cc1OC	-2.7	3.7	-3.0	-10.9	-6.5	28.7	0.1	0.9
CC(C)C#Cc1cnc2c(c1)C(=O)N([C@H](C)CO)C[C@H](C)[C@H](CN(C)C(=O)c1ccc3c(c1)OCO3)O2	4.1	3.4	1.1	20.6	-14.1	2.2	0.0	-1.5
Cc1ccc(Cn2c(=O)c3c(ncn3C)n(C)c2=O)cc1	-8.3	-4.4	-0.7	-5.1	18.0	-10.7	0.2	0.8
COc1ccc(CC(N)c2csc(NC(=O)c3ccc(F)cc3)n2)cc1 (centres undefined)	-11.8	·	3.9	-40.8	-20.1	6.5	0.0	0.5
S=C(c1ccc(-c2ccccc2)o1)N1CCCCC1	·	12.9	-2.0	-13.5	-12.0	·	0.0	-0.2
COc1ccc(NC(=O)Nc2ccc3c(c2)C(=O)N([C@@H](C)CO)C[C@@H](C)[C@H](CN(C)S(=O)(=O)c2ccccc2)OCCCC[C@H](C)O3)cc1	3.8	-14.6	-2.0	-9.9	-0.1	-3.2	0.6	1.9
COc1ccc2c3c([nH]c2c1)[C@H](CO)N(C(=O)Nc1ccc(F)cc1)CC31CCN(S(C)(=O)=O)CC1	·	·	0.0	-3.8	-11.3	·	0.3	-0.7
C[C@@H](NC(=O)C[C@@H]1C[C@@H]2c3cc(NC(=O)NC4CCCC4)ccc3O[C@@H]2[C@@H](CO)O1)c1ccccc1	3.5	-19.0	-3.6	12.2	12.4	1.2	0.1	-1.0
COc1ccc(OC)c(-c2csc(NC(=O)Cc3ccccc3F)n2)c1	-7.7	5.2	0.3	-5.9	2.7	15.0	-0.1	-2.0
COc1ccc(NC(=O)N(C)C[C@@H]2Oc3ncc(C#CCC(C)C)cc3C(=O)N([C@@H](C)CO)C[C@@H]2C)cc1	3.0	2.0	1.0	8.6	-17.4	-2.8	-1.0	0.0
CC[C@@H](C)C(NC(=O)OC(C)(C)C)c1cn([C@@H](Cc2cc3ccccc3[nH]2)C(=O)N2CCN(C(=O)OC(C)(C)C)CC2)nn1 (some centres undefined)	0.4	-4.1	1.0	-15.6	-16.1	2.7	0.0	·
CC(CCc1ccco1)NC(=O)CCc1nnc2ccc(NCc3ccccc3)nn12 (centres undefined)	0.7	-0.5	-2.6	-22.3	1.3	-0.4	0.0	1.7
CCC(C)[C@H](NC(=O)N1CCN(C)CC1)C(=O)OC (some centres undefined)	4.5	-8.0	-1.1	-9.2	-1.4	·	1.7	0.7
Cc1cc(NC(=O)CSc2nc3ccccc3n2CC(C)C)no1	·	3.9	-3.8	-7.2	0.5	·	0.1	-1.7
C[C@H]1CN([C@@H](C)CO)C(=O)c2ccccc2-c2ccccc2CO[C@H]1CN(C)C(=O)[C@@H]1CCCN1C	3.5	2.9	4.9	-9.6	3.8	-6.7	0.0	1.9
COCCCNC(=S)N1CCN(S(=O)(=O)c2ccc(OC)cc2)CC1	·	·	6.7	-7.3	3.5	·	0.0	1.0
CC1=CC(=O)Nc2ncccc2O1	-5.2	·	0.8	-25.1	0.0	-1.4	0.1	-0.5

Bioassay records (PubChem)
